Assay outcomes (PubChem BioAssay)
aDG glyco up: increases alpha dystroglycan glycosylation; Pro5-aDG cells, alpha-DG glycosylation AlphaScreen (IIH6); 0% Pro5, 100% B10-LARGE cell signal; activation, % at 10 µM; hit rate 0.22% among 360,000;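 active means activation of at least 8% versus controls, or a plate z-score of at least 8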;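 further: Pro5 are CHO cells carrying HIG-tagged alpha-DG that lacks glycosylation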
CF NFkB inh: cystic fibrosis NF-kB activation inhibition. KKLEB NF-kB-GFP reporter, PAF-induced, GFP fluorescence overnight. inhibition, % at 5 µM. hit rate 0.86% among 360,000. AID 588850;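 active means at least 50% inhibition at 5 µM, scaled per plate between neutral and stimulator controls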;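 further: PAF is a Pseudomonas aeruginosa culture filtrate used as stimulus; plate controls were PAF-stimulated DMSO wells for no effect and unstimulated DMSO wells for full effect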
NR2E3 ag-1: activates human photoreceptor nuclear receptor NR2E3 | Q9Y5X4 | GST-NR2E3/biotin-RetCOR TR-FRET, 1536-well | inhibition of corepressor binding, % at 4.78 µM | hit rate 0.12% among 320,000 | AID 2300;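 active means percent inhibition above the cutoff of mean plus 3 SD of all tested compounds, set per screening campaign, cut at about 20% in these data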;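 further: 0% = DMSO wells and 100% = biotin wells as full block of FRET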
Target sequence (Q9Y5X4 whole entry, looked up): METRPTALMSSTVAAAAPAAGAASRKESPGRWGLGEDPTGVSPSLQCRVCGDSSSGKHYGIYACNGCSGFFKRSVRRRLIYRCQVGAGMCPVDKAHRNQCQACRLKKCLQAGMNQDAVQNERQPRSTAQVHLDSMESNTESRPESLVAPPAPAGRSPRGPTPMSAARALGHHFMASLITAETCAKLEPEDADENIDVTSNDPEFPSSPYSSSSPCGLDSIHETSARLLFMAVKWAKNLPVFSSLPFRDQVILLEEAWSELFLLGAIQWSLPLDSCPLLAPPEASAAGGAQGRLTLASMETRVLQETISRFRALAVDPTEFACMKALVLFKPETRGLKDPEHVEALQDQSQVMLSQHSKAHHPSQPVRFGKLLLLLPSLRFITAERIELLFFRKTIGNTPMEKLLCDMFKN
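System: GST-tagged NR2E3 plus biotinylated RetCOR corepressor; Amount: 1.35 nM GST-tagged NR2E3 final; Dosing: single nominal compound dose of 4.8 µM; Schedule: 5 h incubation at 4 °C; Technique: TR-FRET with europium anti-GST and streptavidin-D2, 340 nm excitation; Controls: biotin wells as high control, 0.6% DMSO wells as low control.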
KKLEB tox: reduces viability of KKLEB cystic fibrosis airway cells | KKLEB CF airway cells viability, ATPlite luminescence, overnight; active compounds read low; cells stimulated with P. aeruginosa culture filtrate | activity change (cytotoxicity), % at 5 µM | hit rate 0.36% among 360,000;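 active means corrected activity change at or below -50% at 5 µM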
MITF TRPM1 inh: MITF TRPM1 promoter inhibition in SK-MEL-5 cells. hit rate 0.83% among 330,000. inhibition, % at 12.5 µM. SK-MEL-5 TRPM1 promoter luciferase, 24 h. AID 488899;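 active means mean inhibition across replicates of 60% or more, whatever share of single replicates reaches that level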; further: values of inactives mirror those of a sister screen read the other way
Peg3 prom inh: Peg3 promoter activity inhibition; HeLa PEG-Prom luciferase reporter, luminescence, overnight; hit rate 1.7% among 360,000; inhibition, % at 20 µM;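 active means inhibition of at least 50% at 20 µM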
HIF-2a inh: blocks HIF-2a reporter activity. 786-0 RCC cells HIF-2a reporter, luciferase luminescence, overnight. inhibition, % at 18.8 µM. hit rate 0.72% among 360,000. AID 624352;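 active means inhibition of the luminescence signal of 40% or more relative to plate controls, in a single-dose primary screen at 18.75 µM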
Shn3 inh set2: reduces Shn3 3'UTR luciferase signal in osteoblasts. AID 588674. hit rate 0.52% among 360,000. Clone20 osteoblast Shn3 3'UTR firefly luciferase, 24 h. inhibition, % at 12.5 µM;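 active means mean inhibition of at least 75% with every replicate also reaching 75%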;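 further: 0% = median of neutral control wells and 100% = pilot-screen positive control compound; some compounds past the cut are filed as inactive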
NR2E3 ag-2: activates human NR2E3 receptor | Q9Y5X4 | CHO-S Gal4-NCOR/VP16-NR2E3 two-hybrid, luciferase | inhibition of corepressor binding, % at 3.98 µM | hit rate 0.35% among 360,000 | AID 602229;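 active means inhibition above the mean of all tested compounds plus 3 SD, cut at about 70% in these data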;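 further: 0% = DMSO with NR2E3 transfected cells and 100% = cells lacking NR2E3 construct; higher means lower luciferase signal from less NR2E3 corepressor binding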
iPSC survival up: enhancers of human iPSC single-cell survival; survival enhancement, % at 20 µM; hiPSC single-cell survival, ATPlite luminescence; 100% = ROCK inhibitor wells, 0% = DMSO; hit rate 0.044% among 360,000; AID 602274; in the data active means survival enhancement above about 18%;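 further: cells exposed to compounds for 16 hours before the ATP read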
TWEAK Fn14 block: inhibitors of TWEAK-Fn14 interaction signaling. TWEAK-stimulated Fn14 reporter cells, luciferase luminescence, 8 h. inhibition, % at 10 µM. hit rate 2% among 360,000. AID 1159606; in the data active means inhibition above about 50%
Starred values were filed as active, the others as inactive; / = no result given.

cpd	Compound	aDG glyco up	CF NFkB inh	NR2E3 ag-1	KKLEB tox	MITF TRPM1 inh	Peg3 prom inh	HIF-2a inh	Shn3 inh set2	NR2E3 ag-2	iPSC survival up	TWEAK Fn14 block
1	CCN(Cc1nc(-c2ccccc2)no1)C(=O)COc1cccc(OC)c1	0.0	-11	3	4	10	15	10	-12	11	-0.2	0
2	CCOc1cc(/C=N/NC(=O)c2ccncc2)ccc1OC(=O)c1ccccc1	-0.1	-10	-1	14	12	-16	2	6	-22	-0.4	8
3	CCOC(=O)C1=C(COC(=O)c2ccc([N+](=O)[O-])s2)NC(=O)NC1C (centres undefined)	1.4	3	/	16	62*	-7	-10	8	22	1.6	-11
4	C(=N\N=C\c1cccnc1)/c1cccnc1	-0.2	-5	1	4	3	-5	-24	-6	-12	-0.3	-6
5	CN(CC(=O)Nc1ccc(N2CCOCC2)cc1)C(=O)C12CC3CC(CC(C3)C1)C2	0.1	10	4	-2	-6	7	-2	-10	13	-0.5	7
6	CN1CCN(CC(=O)C23CC4CC(CC(C4)C2)C3)CC1	-0.1	-9	3	3	-2	14	14	0	8	-3.4	-9
7	[N-]=[N+]=CC(=O)C(c1ccccc1)(c1ccccc1)c1ccccc1	0.1	5	4	1	-15	7	14	-7	-7	0.0	-2
8	CS(=O)(=O)CCC(C(=O)OCC(=O)c1ccc(Cl)cc1)N1C(=O)c2ccccc2C1=O (centres undefined)	0.9	4	1	-9	-12	-13	22	-4	-17	0.4	-12
9	O=C(OCCCN=C1NS(=O)(=O)c2ccccc21)c1ccc([N+](=O)[O-])cc1	-0.5	2	1	5	0	18	1	-17	-7	-0.3	17
10	COc1ccc2nc(SCC(=O)N(C)C3CCCCC3)[nH]c2c1	0.0	-2	-1	3	-13	-14	-35	-10	-26	2.0	-17
11	CC(C)Cn1c(SCc2nc3ccccc3c(=O)[nH]2)nc2ccccc2c1=O	0.2	-2	2	-2	15	22	11	26	-40	2.5	17
12	Cc1n[nH]c(=S)n(NC(=O)CC(=O)Nn2c(=S)[nH]nc(C)c2=O)c1=O	0.4	-19	0	-5	-1	13	5	13	3	-0.1	-3
13	CCCNC(=O)Cn1cnc2sc(C(=O)N3CCN(c4ccc(F)cc4)CC3)c(C)c2c1=O	0.3	1	4	10	7	-6	4	23	-6	-1.6	1
14	O=C1C2C(C(=O)N1/N=C/c1cc([N+](=O)[O-])c(O)cc1O)C1C=CC2C12CC2 (centres undefined)	-0.1	-3	3	14	10	11	5	-8	-1	2.6	-18
15	O=C(NNC(=S)NC1CCCCC1)c1ccc(Cl)s1	0.7	14	-2	0	-16	-144	-222	10	-54	1.9	-10
16	COc1ccc(C)cc1NC(=O)n1ncc2c(C)cccc21	0.0	1	-2	-9	-2	-131	-128	-31	-18	-0.5	-23
17	O=C(NC1CCN(C(=O)Nc2ccc(F)cc2)CC1)c1ccc(F)cc1	-0.1	-4	-2	-2	6	7	16	2	12	-0.7	-28
18	Cc1c(C(=O)NCc2cccs2)sc(=O)n1Cc1ccc(S(C)(=O)=O)cc1	-0.2	-13	/	-5	/	-7	-3	29	10	-1.5	-6
19	CCn1c(SCC(N)=O)nnc1-c1cc2c(C)nn(-c3ccccc3)c2s1	-0.1	-19	1	3	-3	-29	-72	13	11	-3.2	-11
20	CCCC(=O)n1nc(-c2ccc(OC)cc2)nc1N	0.0	5	1	1	-3	-15	-5	-4	-4	0.7	2
21	Cc1ccccc1OCC(=O)Nc1ccc(C(=O)Nc2ccccc2C(=O)O)cc1	0.1	-9	0	6	9	-7	-47	3	-10	-0.4	14
22	CC(=O)c1ccc(S(=O)(=O)NCC(=O)Nc2nc3ccccc3[nH]2)cc1	-0.3	-24	2	3	9	-1	-1	7	17	2.1	4
23	Cc1ccc(-n2c(O)c(C=Nc3cc(C)on3)c3ccccc3c2=O)c(C)c1	0.4	26	2	-14	-1	18	16	30	-1	1.4	24
24	COc1cc2ccccc2cc1C(=O)NC1CCCC1	0.4	4	/	-19	-16	-152	-233	-1	-35	-0.5	-32
25	O=C(NC1CCCC1)c1cc(-c2ccccc2O)on1	0.1	0	4	8	-102	-433	-283	-61	-130	0.2	-1
26	CCCOc1ccc(/C=c2\sc3nc(-c4ccco4)nn3c2=O)cc1OCC	-0.2	-14	-1	9	-7	13	13	-5	-1	2.3	1
27	COc1cccc(/C=N/NC(=O)NC23CC4CC(CC(C4)C2)C3)c1O	0.3	-4	5	-3	/	-41	-1	-3	-36	1.0	-25
28	CCc1nnc2n1N=C(c1ccc(OC)cc1)CS2	-0.3	-6	1	-8	2	-5	15	-17	-11	5.5	4
29	NS(=O)(=O)c1cccc(NC(=O)COC(=O)c2cc([N+](=O)[O-])ccc2N2CCCC2)c1	-0.2	6	/	-13	-8	20	25	14	7	-1.0	-16
30	Cc1ccc(NC(=O)/C=C/c2ccco2)cc1S(=O)(=O)N1CCCCCC1	0.2	15	1	7	16	-12	-18	31	-3	0.8	10
31	O=C(CSc1nnc2n1CCCCC2)Nc1ccc(N2CCOCC2)cc1	-0.1	-6	-1	-2	-1	-11	-9	8	5	-0.4	5
32	CCOC(=O)C1=C(C)NC(C)=C(C(=O)OCC)C1C(=O)OCC(=O)NC1CCCCC1	-0.5	23	/	-2	12	39	8	19	17	0.1	-11
33	CCCOc1ccc(C2=CSC3=NCCN23)cc1	0.0	2	-1	2	1	16	-7	-57	-24	-0.1	-3
34	CC1=C(C(=O)N(C)C)CC(CC(=O)NCc2cccc3ccccc23)C(=O)N1Cc1ccc(C(C)(C)C)cc1 (centres undefined)	0.0	-31	/	-10	/	1	-5	-13	4	-0.7	5
35	O=C(COC(=O)c1cc(=O)[nH]c2ccccc12)NCc1ccccc1	-0.2	-13	/	3	/	-6	3	4	-30	1.8	-16
36	N#C/C(=C\c1ccc(O)cc1)C(=O)NCc1ccccc1	-0.1	-6	-2	0	-18	-15	0	6	-5	-0.6	-13
37	Cc1ccn(-c2cccc(-n3ccc(C)n3)n2)n1	0.0	-36	-3	10	-115	-355	-322	-84	-126	-2.3	2
38	COc1ccc(C(=O)NC2CC2)cc1OC1CCN(Cc2ccc(Cl)cc2)CC1	0.6	11	1	-5	5	4	18	4	0	-0.1	-13
39	COc1ccc(NC(=O)CN2C(=O)c3ccccc3Sc3ccc(C(=O)N4CCOCC4)cc32)c(OC)c1	-0.1	4	1	12	-1	-5	10	4	-39	-0.3	-2
40	O=C(CSc1nnc(-c2cccnc2)o1)Nc1ccc(Br)cc1	0.2	-26	-2	5	-37	-107	-53	-30	-27	0.2	27
41	CCCC(=O)OCC(=O)Nc1cc(Cl)ccc1[N+](=O)[O-]	0.0	-2	2	2	21	19	23	-26	-17	0.2	22
42	CC(Sc1ncnc2sccc12)C(=O)Nc1ccc(S(N)(=O)=O)cc1 (centres undefined)	-0.2	2	/	1	-7	12	16	14	11	2.2	-4
43	NC(=O)C1CCN(c2ncc(C(F)(F)F)cc2Cl)CC1	0.0	-3	3	-1	-3	23	11	0	-17	0.9	-13
44	CC(C)n1cc(CNC(=O)C2CCC(=O)N(Cc3ccccc3F)C2)cn1 (centres undefined)	0.1	-25	1	11	-5	-5	7	3	-15	-0.1	-19
45	COc1ccc(CN(CC(=O)NCc2ccccc2)C(=O)CCC(=O)Nc2cc(C)ccn2)cc1	0.0	3	0	-2	1	0	8	10	1	0.1	3
46	CN(C)C(=O)c1cc(Br)ccc1Cl	-0.3	-3	2	6	8	6	11	-1	-14	1.5	5
47	O=C(c1cccs1)N1CCc2c([nH]c3ccccc23)C1c1ccccn1 (centres undefined)	-0.2	3	0	-11	5	-14	3	-10	32	-1.8	0
48	C=CCn1c(O)c(C=Nc2ccc(Cc3ccncc3)cc2)c(=O)[nH]c1=S	-0.1	1	-1	-2	1	16	21	16	-20	1.3	-7

Single records, as listed above.
C=CCn1c(O)c(C=Nc2ccc(Cc3ccncc3)cc2)c(=O)[nH]c1=S is listed with aDG glyco up: -0.1; CF NFkB inh: 1; NR2E3 ag-1: -1; KKLEB tox: -2; MITF TRPM1 inh: 1; Peg3 prom inh: 16; HIF-2a inh: 21; Shn3 inh set2: 16; NR2E3 ag-2: -20; iPSC survival up: 1.3; TWEAK Fn14 block: -7
O=C(c1cccs1)N1CCc2c([nH]c3ccccc23)C1c1ccccn1 (centres undefined) is listed with aDG glyco up: -0.2; CF NFkB inh: 3; NR2E3 ag-1: 0; KKLEB tox: -11; MITF TRPM1 inh: 5; Peg3 prom inh: -14; HIF-2a inh: 3; Shn3 inh set2: -10; NR2E3 ag-2: 32; iPSC survival up: -1.8; TWEAK Fn14 block: 0

Additional results follow.
cpd	Compound	aDG glyco up	CF NFkB inh	NR2E3 ag-1	KKLEB tox	MITF TRPM1 inh	Peg3 prom inh	HIF-2a inh	Shn3 inh set2	NR2E3 ag-2	iPSC survival up	TWEAK Fn14 block
49	O=C1SCCc2c1n(Cc1ccccc1)c1ccccc21	0.0	-25	1	0	-16	14	-16	-11	-58	-2.3	-7
50	Cc1nnsc1C(=O)N/N=C/c1ccccc1Cl	0.1	0	1	-7	-20	-4	9	-17	-3	-0.6	2
51	Cc1cc(C)c(NC(=O)CSc2nc(=O)n3cc(C)ccc3n2)c(C)c1	0.0	-8	2	8	-7	-6	-1	-8	2	-0.6	-11
52	COc1ccc(S(=O)(=O)NC(C)C(=O)NCc2cccnc2)cc1C (centres undefined)	0.1	-2	5	14	4	10	8	16	4	1.3	2

Shown in transposed form: part of the list above.
[49] O=C1SCCc2c1n(Cc1ccccc1)c1ccccc21
[50] Cc1nnsc1C(=O)N/N=C/c1ccccc1Cl
[51] Cc1cc(C)c(NC(=O)CSc2nc(=O)n3cc(C)ccc3n2)c(C)c1
[52] COc1ccc(S(=O)(=O)NC(C)C(=O)NCc2cccnc2)cc1C (centres undefined)
Assay by compound	49	50	51	52
aDG glyco up	0.0	0.1	0.0	0.1
CF NFkB inh	-25	0	-8	-2
NR2E3 ag-1	1	1	2	5
KKLEB tox	0	-7	8	14
MITF TRPM1 inh	-16	-20	-7	4
Peg3 prom inh	14	-4	-6	10
HIF-2a inh	-16	9	-1	8
Shn3 inh set2	-11	-17	-8	16
NR2E3 ag-2	-58	-3	2	4
iPSC survival up	-2.3	-0.6	-0.6	1.3
TWEAK Fn14 block	-7	2	-11	2
